# HIV peptide binding = cell-free HIV fusion peptide-binding blockers – biochemical, uHTS, fluorescence dequenching, primary screen (AID 1986) | cell-free peptide binding, fluorescence dequenching, 30 min; higher % means a stronger effect | inhibition, % at 20 µM; hits with a dose series show IC50 in µM | 290,000 compounds, 0.3% hits; in the data active = inhibition mostly above about 52%, no sharp cut-off; inactive = mostly below about 76%; note: some results filed as inactive read as strong as hits
# GPR55 antagonists = GPR55 antagonists blocking LPI-driven arrestin recruitment, primary screen, imaging, U2OS, beta-arrestin-GFP, LPI agonist (AID 2013) | U2OS GPR55 beta-arrestin-GFP translocation imaging, LPI antagonism; higher % means a stronger effect | one-dose inhibition, % at 10 µM; IC50 in µM for titrated hits | 290,000 compounds, 0.13% hits;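 active = spots per cell inhibited over 60%, with over 100 cells counted and total cytoplasm intensity under 500,000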;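 note: U2OS cells stably carrying GPR55 and arrestin-GFP stimulated by 5 µM LPI near EC80; imaged beta-arrestin-GFP aggregate spots per cell after agonist stimulation; plate controls were LPI-stimulated DMSO wells for no effect and DMSO wells without LPI for full effect; some results filed as inactive read as strong as hits; confirmed hits need IC50 under 10 µM and bright autofluorescent wells are also inconclusive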
# KOR beta-arrestin-1 = kappa opioid receptor activators – cell-based, luminescence, uHTS, primary screen (AID 1777) | KOR beta-arrestin recruitment, luminescence; higher % means a stronger effect | activation, % at 10 µM, or EC50 in µM where a hit was titrated | 280,000 compounds, 0.02% hits; in the data active = activation above about 50%, passing the limit was not always enough; note: a part of the inactive calls stands beside numbers as strong as those of hits
# GPR35 arrestin U2OS = inhibition of zaprinast-stimulated GPR35 beta-arrestin translocation – imaging, U2OS, beta-arrestin-GFP, zaprinast agonist, primary screen (AID 2058); 290,000 compounds, 0.052% hits; U2OS GPR35 beta-arrestin-GFP translocation imaging, zaprinast antagonism; higher % means a stronger effect; one-dose inhibition, % at 10 µM; IC50 in µM for titrated hits;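 active = inhibition of at least 50% with at least 30 cells and total cytoplasm GFP at most 10,000,000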
# West Nile antiviral = West Nile virus antiviral activity, cell-based, CPE readout (AID 1621) | West Nile virus-infected cells, CPE inhibition; higher % means a stronger effect | 290,000 compounds, 0.02% hits | CPE inhibition, % at 10 µM, or IC50 in µM where a hit was titrated; in the data active = a potency from the dose series; note: strong numbers were not always called active
# GPR55 beta-arrestin = GPR55 agonists via beta-arrestin recruitment, primary screen, imaging, U2OS cells, beta-arrestin-GFP redistribution (AID 1961). U2OS GPR55 beta-arrestin-GFP redistribution imaging; higher % means a stronger effect. 290,000 compounds, 0.048% hits. activation, % at 10 µM, or EC50 in µM where a hit was titrated;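 active = activation above 40% with more than 50 cells counted in the well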;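 note: U2OS osteosarcoma cells stably expressing GPR55 and beta-arrestin-GFP; plate controls were DMSO negative control for no effect and LPI positive control for full effect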
# KOR beta-arrestin-2 = KOR antagonists, beta-arrestin recruitment, cell-based, luminescence, uHTS (AID 1778); KOR beta-arrestin recruitment, luminescence, antagonist mode; higher % means a stronger effect; 290,000 compounds, 0.091% hits; one-dose inhibition, % at 10 µM; IC50 in µM for titrated hits; in the data active = inhibition above about 50%; note: strong numbers were not always called active
# NOD1 NF-kB reporter = NOD1 signaling inhibitors, primary screen, cell-based, luminescence, uHTS (AID 1578); 290,000 compounds, 1% hits; NOD1-driven NF-kB luciferase reporter cells, luminescence; higher % means a stronger effect; inhibition, % at 4 µM, or EC50 in µM where a hit was titrated; in the data active = inhibition mostly above about 36%, no sharp cut-off; inactive = mostly below about 34%;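 note: HEK-293T reporter cells stimulated with the NOD1 agonist gamma-tri-DAP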
# NS5 inhibitors = flavivirus cap methylation enzyme inhibition – biochemical, confirmation dose response, primary screen (AID 588689) | Dengue-2 NS5 methyltransferase capping enzyme assay, biochemical; higher % means a stronger effect | one-dose inhibition, % at 25 µM; IC50 in µM for titrated hits | 340,000 compounds, 0.3% hits; in the data active = a potency from the dose series
# NS5 inhibitors pilot replicate = recorded beside NS5 inhibitors, whose call it bears; inhibition, %; measured here: pilot screen replicate inhibition
# Active calls of the source: *; / = no result given; [ ] = dose if it differs, or a comment. Not all compounds are listed; count on the stated rates, not on these rows.
SMILES,HIV peptide binding,GPR55 antagonists,KOR beta-arrestin-1,GPR35 arrestin U2OS,West Nile antiviral,GPR55 beta-arrestin,KOR beta-arrestin-2,NOD1 NF-kB reporter,NS5 inhibitors,others
C/C(=N\NC(=O)c1ccc(NS(=O)(=O)c2cccs2)cc1)c1ccc(Cl)cc1,4.3%,14%,6.7%,7%,-0.1%,0.1%,-2%,-5%,-4%,
O=c1cc(CSc2nnc(COc3ccc(Cl)cc3)o2)c2ccccc2[nH]1,-1.6%,5%,3.1%,0%,-1.0%,0.0%,6%,-1%,-6%,
COCCNC(=O)c1onc(CSc2ccc(F)cc2)c1C(=O)NCCOC,-0.8%,5%,0.5%,-8%,-0.1%,-0.2%,15%,0%,-1%,
CCOc1cc(/C=C(\C#N)C(=O)NCC2CCCO2)ccc1OCC(N)=O (stereo unspecified),-1.9%,9%,1.7%,6%,0.5%,-0.3%,4%[20 µM],-32%,12%,
Cc1ccc[n+](CC(=O)c2cc3ccccc3oc2=O)c1,-1.0%,/,1.9%,-8%,1.4%,0.0%,16%,3%,-1%,
O=C(CCNC(=O)c1ccccc1Cl)NC1=NCCS1,2.0%,12%,-4.9%,6%,-0.4%,0.0%,-8%,-3%,0%,
CCC(CC)NC(=O)c1cccc(Oc2ccccc2)c1,0.9%,0%,5.6%,-13%,-2.4%,-0.4%,-7%,-7%,-4%,
O=C(CCCC1=NS(=O)(=O)c2ccccc2N1)N1CCN(c2ccc([N+](=O)[O-])cc2)CC1,7.7%,-1%,-2.8%,7%,0.8%,0.6%,-6%,-17%,-4%,
OC(COCCC12CC3CC(CC(C3)C1)C2)CN1CCCCC1 (stereo unspecified),3.4%,9%,-3.1%,1%,0.8%,0.0%,-26%,8%,0%,
O=C(Nc1cccc2ccccc12)N1CCN(c2ccccc2)CC1,-2.4%,5%,-4.8%,12%,0.1%,0.2%,-39%,10%,-2%,
O=C(CCN1CCN(Cc2ccccc2)CC1)Nc1cccc(Br)c1,-1.2%,9%,-5.8%,-20%,-0.6%,-0.1%,20%,6%,-3%,
COc1ccc2nc(NC(=O)c3sc4nc(C)cc(C)c4c3N)sc2c1,0.3%,-10%,1.1%,-10%,0.1%,0.0%,8%,2%,4%,
CSCCC(NC(=O)c1cc([N+](=O)[O-])cc([N+](=O)[O-])c1)c1nc2ccccc2[nH]1 (stereo unspecified),-4.9%,20%,1.4%,20%,-0.6%,0.3%,14%,13%,0%,
C/C(N)=C(/C#N)C(=O)COC(=O)CNS(=O)(=O)c1ccc(F)c(F)c1F,-1.2%,-8%,-1.0%,2%,0.0%,0.0%,-20%,-24%,-4%,
COc1ccc(-c2csc(NC(=O)Cc3ccccc3)n2)cc1OC,-1.1%,-6%,-6.4%,1%,0.6%,-0.2%,0%,7%,-5%,
CCN(CC)C(=O)Cn1cc(C(=O)C(=O)N2CC=C(c3ccccc3)CC2)c2ccccc21,-2.2%,13%,-0.3%,0%,/,-0.4%,10%,-10%,-23%,
CC(=O)c1ccc(N2CCN(c3ccccc3O)CC2)c([N+](=O)[O-])c1,-3.1%,-11%,-2.0%,-1%,-0.4%,-0.3%,8%,-5%,4%,
CC1(OC(=O)C2CCCC2)C(=O)C=C2C=C(c3ccsc3)N(CCc3ccccn3)C=C2C1=O (stereo unspecified),7.4%,-3%,-0.1%,18%,-0.6%,-0.1%,42%,4%,31%,
CC1=C(OC(=O)c2ccc(Br)cc2)C(C)(C)C(c2ccccc2)OC1=O (stereo unspecified),-0.7%,2%,2.4%,-8%,-0.2%,-0.1%,-18%,22%,-5%,
CNc1nc(Cl)c(SC)c(NC2CCCCC2)n1,0.9%,-3%,-1.0%,-12%,0.2%,0.6%,-15%,1%,-3%,
CCCOc1ccc(N2C(=O)CC(N(Cc3ccccc3)N=O)C2=O)cc1 (stereo unspecified),-1.1%,-26%,-2.0%,10%,0.4%,-0.1%,-12%,4%,/,
COc1ccccc1NC(=O)c1ccc2[nH]c(C)c(C)c2c1,-1.3%,17%,-3.2%,8%,-0.6%,-0.1%,13%,-13%,-1%,
CCOn1c(=O)c(=O)n(OCc2ccccc2)c2ccccc21,1.0%,-4%,-1.7%,0%,0.0%,-0.1%,-2%,-40%,-5%,
CCOC(=O)N1CCN(C(=O)CSc2nnc(-c3cccs3)o2)CC1,-1.3%,-4%,-0.1%,10%,1.5%,-0.1%,9%,-17%,-4%,
O=C(Nc1ccc2nc3n(c(=O)c2c1)CCCC3)c1ccccc1F,-1.6%,-10%,-9.3%,-23%,-0.2%,0.0%,-2%,0%,1%,
COCCn1c(C)cc(/C=C2/SC(=O)N(C(C)C(=O)OC)C2=O)c1C (stereo unspecified),-0.3%,3%,-5.1%,-2%,-0.4%,0.6%,19%,2%,-10%,
O=C(N/N=C/c1c(F)cccc1Cl)C1CC1,0.1%,-2%,-1.1%,-13%,0.7%,0.2%,7%,-16%,3%,
CC(=O)N1C(C(=O)O)CSC1c1ccc(C)cc1 (stereo unspecified),-0.8%,0%,1.2%,0%,0.1%,0.3%,-40%,12%,-4%,
CCn1cc(C(=O)O)c(=O)c2cc(F)c(N3CCN(C(=O)Nc4ccccc4)CC3)cc21,-0.5%,4%,-2.3%,-1%,0.5%,0.1%,13%,-3%,5%,
Clc1ccc(-c2nnc(CSc3nnc(-c4cccs4)n3Cc3ccccc3)o2)cc1,-0.1%,10%,2.9%,-11%,-1.7%,-0.1%,15%,53%,-7%,
CCC(Cc1ccccc1)NC(=O)C1CCCCC1 (stereo unspecified),-1.9%,0%,-7.0%,16%,-0.3%,-0.1%,2%[20 µM],30%,-5%,
COc1cc2c(cc1NC(=O)CSc1nnc(Cc3cccs3)n1C)oc1ccccc12,-3.3%,-6%,-5.2%,-4%,-0.1%,-0.2%,10%,-28%,10%,
Cc1ccccc1N1CC(C(=O)Nc2ccc(S(=O)(=O)N3CCOCC3)cc2)CC1=O (stereo unspecified),0.9%,2%,3.3%,-6%,-0.4%,-0.2%,16%,24%,-8%,
CCc1nc(SCc2ccc(Br)cc2)n[nH]1,0.9%,2%,-4.4%,8%,-0.7%,0.0%,4%,-2%,-4%,
CCc1ccc(/C(C)=N/Nc2cc(Cl)nc(C)n2)cc1,-0.2%,5%,5.8%,-4%,2.3%,0.0%,-28%,6%,-4%,
OCCN1CCN(C(=S)Nc2ccccc2)CC1,0.0%,8%,-4.6%,-1%,0.4%,0.1%,-15%,-14%,-1%,
COc1cc(/C=C/C(=O)OCC(=O)N2CCCCCC2)ccc1OCC#N,-0.2%,11%,0.4%,-10%,0.6%,0.0%,18%,-11%,0%,
CC(C)c1c(C(=O)N/N=C/c2cccs2)nnn1-c1nonc1N,1.2%,14%,-1.5%,-4%,0.1%,0.3%,-25%,-2%,-9%,
CN1CCN(C(=S)c2cn(Cc3cccc(F)c3)c3ccccc23)CC1,-2.4%,-7%,1.1%,11%,-1.2%,0.0%,24%,-17%,5%,
COc1ccc(NC(=O)C2(S(=O)(=O)c3ccc(C)cc3)CC2)cc1OC,-0.4%,-7%,-5.8%,3%,-0.6%,/,12%,-32%,-11%,
CCC(C)(C)NC(=O)C(c1ccc(OC)cc1)N(C(=O)CCC(=O)Nc1cc(C)on1)c1cccc(F)c1 (stereo unspecified),1.1%,10%,1.2%,14%,-0.6%,0.0%,-52%,-6%,-2%,
COc1cccc(NC(=O)Cc2c(C(=O)O)[nH]c3ccccc23)c1,7.0%,-10%,3.7%,-7%,1.6%,-0.1%,-31%,-2%,-1%,
COc1ccccc1C(=O)N1CCCC(c2nc(-c3cc(OC)c(OC)c(OC)c3)no2)C1 (stereo unspecified),-0.4%,8%,1.2%,-9%,0.7%,0.2%,24%,/,-3%,
COc1ccc(C)cc1N(CC(=O)NC(C)c1ccccc1)S(C)(=O)=O (stereo unspecified),-0.3%,-5%,-1.3%,20%,-0.5%,0.2%,3%,-13%,-10%,
CCc1ccc(C(=O)OCC(=O)NCC(F)(F)F)cc1,-0.2%,1%,0.5%,1%,1.1%,0.2%,-5%,-30%,-13%,

# Next part; it opens with the 6 that closed the last part.
SMILES,HIV peptide binding,GPR55 antagonists,KOR beta-arrestin-1,GPR35 arrestin U2OS,West Nile antiviral,GPR55 beta-arrestin,KOR beta-arrestin-2,NOD1 NF-kB reporter,NS5 inhibitors,others
COc1ccc(NC(=O)C2(S(=O)(=O)c3ccc(C)cc3)CC2)cc1OC,-0.4%,-7%,-5.8%,3%,-0.6%,/,12%,-32%,-11%,
CCC(C)(C)NC(=O)C(c1ccc(OC)cc1)N(C(=O)CCC(=O)Nc1cc(C)on1)c1cccc(F)c1 (stereo unspecified),1.1%,10%,1.2%,14%,-0.6%,0.0%,-52%,-6%,-2%,
COc1cccc(NC(=O)Cc2c(C(=O)O)[nH]c3ccccc23)c1,7.0%,-10%,3.7%,-7%,1.6%,-0.1%,-31%,-2%,-1%,
COc1ccccc1C(=O)N1CCCC(c2nc(-c3cc(OC)c(OC)c(OC)c3)no2)C1 (stereo unspecified),-0.4%,8%,1.2%,-9%,0.7%,0.2%,24%,/,-3%,
COc1ccc(C)cc1N(CC(=O)NC(C)c1ccccc1)S(C)(=O)=O (stereo unspecified),-0.3%,-5%,-1.3%,20%,-0.5%,0.2%,3%,-13%,-10%,
CCc1ccc(C(=O)OCC(=O)NCC(F)(F)F)cc1,-0.2%,1%,0.5%,1%,1.1%,0.2%,-5%,-30%,-13%,
Cc1ccc(CC2CC(=O)N(c3ccc(Cl)cn3)C2=O)cc1 (stereo unspecified),-2.6%,1%,0.0%,1%,-0.1%,-0.1%,19%,-8%,1%,
COC(=O)c1ccccc1NC(=O)COC(=O)c1ccc(C)c(NC(=O)c2ccco2)c1,2.9%,-4%,22%,-12%,0.4%,0.1%,25%,0%,10%,NS5 inhibitors pilot replicate=2.3
O=C(O)c1cc(S(=O)(=O)N(Cc2ccccc2)c2ccccc2)ccc1Cl,2.3%,3%,1.0%,-6%,0.5%,0.0%,-10%,0%,-2%,
Brc1ccc(Cn2c(-c3ccc(Br)o3)nc3ccccc32)o1,9.8%,2%,1.8%,10%,-1.6%,0.1%,27%,21%,-12%,
CC(NC(=O)C(=O)N1CCOCC1)C(c1cccs1)N1CCN(c2ccccc2)CC1 (stereo unspecified),3.2%,-1%,5.7%,-4%,-0.1%,0.0%,-19%,13%,2%,
Cc1cc(OCC(=O)N(C(C)C)C(C)C)ccc1Cl,-0.8%,8%,1.6%,19%,-0.1%,-0.8%,24%,-6%,-8%,
O=C(CSc1nc2ccc(Cl)cc2[nH]1)NCc1ccco1,0.1%,3%,-1.1%,9%,0.3%,-0.3%,-5%,-13%,-7%,
Cc1ccc(C)c(NC(=O)CN(C)C(=O)[C@@H](NC(N)=O)C(C)C)c1,-0.7%,-7%,6.1%,-9%,0.0%,0.5%,-30%,-4%,-1%,
Cc1cccc(N2CCN(S(=O)(=O)c3cccc4nonc34)CC2C)c1 (stereo unspecified),-0.3%,13%,-6.1%,-4%,-1.2%,-0.2%,7%,0%,-11%,

# High-throughput results as filed in PubChem BioAssay.
